Bioassay records (PubChem BioAssay)
PPARg SRC-3 ag = PPARgamma agonists recruiting SRC-3 coactivator, primary screen, biochemical; Peroxisome proliferator-activated receptor gamma (Homo sapiens), P37231; biochemical PPARgamma/SRC-3 coactivator recruitment assay; activation, % at 8 µM; hit rate 0.26% among 200,000; in the data active means activation above about 23%;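 further: 0% = DMSO and 100% = reference agonist; some compounds past the cut are filed as inactive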
Target sequence (P37231 whole entry, looked up): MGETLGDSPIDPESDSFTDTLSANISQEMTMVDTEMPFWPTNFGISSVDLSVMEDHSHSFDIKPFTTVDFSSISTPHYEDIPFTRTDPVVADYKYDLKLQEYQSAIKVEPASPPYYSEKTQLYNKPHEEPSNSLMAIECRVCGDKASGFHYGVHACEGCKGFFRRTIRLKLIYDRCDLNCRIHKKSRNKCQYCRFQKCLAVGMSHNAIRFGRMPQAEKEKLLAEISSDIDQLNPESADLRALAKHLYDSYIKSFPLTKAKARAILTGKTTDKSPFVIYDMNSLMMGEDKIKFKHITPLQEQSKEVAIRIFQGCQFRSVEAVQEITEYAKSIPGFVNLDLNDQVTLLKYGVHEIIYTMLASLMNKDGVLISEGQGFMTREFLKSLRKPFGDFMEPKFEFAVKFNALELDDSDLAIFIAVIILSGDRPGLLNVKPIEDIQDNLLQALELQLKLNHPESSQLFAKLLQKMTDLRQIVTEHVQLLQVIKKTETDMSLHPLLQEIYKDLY
SRC2 TRFRET art = TR-FRET signal artefacts, primary screen, artefact control for PPARgamma SRC-2 agonist project, biochemical; TR-FRET ratio at 8 µM; hit rate 0.4% among 200,000; TR-FRET artefact counter-screen; stronger effect = higher value; AID 1049, 2008; in the data active means TR-FRET ratio above about 2000; further: inactives centre near 1500
bIAP activator = bovine intestinal alkaline phosphatase activators, primary screen, biochemical, bovine IAP, CDP-star luminescence; alkaline phosphatase, intestinal [Bos taurus]; purified bovine IAP, 30 min; stronger effect = higher value; fold of DMSO-control signal, blank-subtracted; activation factor at 20 µM; hit rate 0.17% among 200,000; AID 1016, 2008;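 active means activation factor of 2 or more at 20 µM, a signal rise over negative controls twice the positive control's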
TNAP inh hiacc = human TNAP enzyme inhibitors, primary screen, biochemical, luminescent, high phosphate acceptor level, uHTS | purified TNAP, CDP-star luminescence, 1 M DEA | AID 1135, 2008 | Alkaline phosphatase, tissue-nonspecific isozyme (Homo sapiens), P05186 | hit rate 0.03% among 200,000 | inhibition, % at 20 µM;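 active means over 50% inhibition of tissue-nonspecific alkaline phosphatase at 20 µM in the single-dose screen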;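 further: plate controls were DMSO wells for no effect and EDTA-quenched wells as full inhibition for full effect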
Target sequence (P05186 whole entry, looked up): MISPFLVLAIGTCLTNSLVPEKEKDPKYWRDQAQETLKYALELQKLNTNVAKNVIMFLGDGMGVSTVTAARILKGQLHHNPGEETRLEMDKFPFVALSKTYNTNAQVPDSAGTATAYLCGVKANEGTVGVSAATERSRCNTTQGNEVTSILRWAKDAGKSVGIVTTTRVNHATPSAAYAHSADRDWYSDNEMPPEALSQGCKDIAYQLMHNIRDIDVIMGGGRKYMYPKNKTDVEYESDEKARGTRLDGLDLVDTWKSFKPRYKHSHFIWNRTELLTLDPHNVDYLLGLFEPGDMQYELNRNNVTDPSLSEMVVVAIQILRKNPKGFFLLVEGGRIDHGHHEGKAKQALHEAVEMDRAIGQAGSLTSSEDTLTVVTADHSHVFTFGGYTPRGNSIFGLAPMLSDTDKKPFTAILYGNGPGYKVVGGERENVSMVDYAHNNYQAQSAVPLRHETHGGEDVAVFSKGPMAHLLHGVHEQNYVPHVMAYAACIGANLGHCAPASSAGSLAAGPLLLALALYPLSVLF
bIAP inhibitor = bovine intestinal alkaline phosphatase inhibitors, primary screen, selectivity assay for TNAP inhibitor project, biochemical, bovine IAP, CDP-star luminescence; purified bovine IAP, 30 min; AID 1019, 2008; 190,000 tested, under 10 active; alkaline phosphatase, intestinal [Bos taurus]; inhibition, % at 20 µM;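 active means over 50% inhibition of intestinal alkaline phosphatase at 20 µM in the single-dose screen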
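Assay system: bovine IAP enzyme; medium: DEA buffer 100 mM, pH 9.8, with MgCl2 1.0 mM, ZnCl2 0.02 mM; doses: 20 µM single dose; incubation: enzyme reaction for 30 min at room temperature; detection: CDP-star luminescence signal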
PPARg SRC-2 ag = agonists of PPARg-SRC-2 recruitment, primary screen, biochemical, HTS; hit rate 0.34% among 200,000; PPARgamma LBD-SRC-2 recruitment; AID 1032, 2008; activation, % at 8 µM; in the data active means activation above about 22%;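 further: 0% = vehicle and 100% = reference agonist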
HMGR II inh = inhibitors of E. faecalis class II HMGR, primary screen, biochemical, Enterococcus faecalis; inhibition, % at 10 µM; HMG-CoA reductase (Enterococcus faecalis, mvaE); hit rate 0.41% among 190,000; purified E. faecalis HMGR, NADPH absorbance 340 nm kinetic;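 active means inhibition above a set limit, the median over all tested compounds plus 3 SD, cut at about 9.5% in these data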;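 further: enzyme runs in reverse so mevalonate oxidation gives rising NADPH absorbance; 0% = complete reaction with DMSO and 100% = background rate lacking mevalonate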
TNAP act hi DEA = TNAP activators at high phosphate acceptor level, primary screen, biochemical, luminescence, uHTS; 200,000 tested, under 10 active; AID 1136, 2008; Alkaline phosphatase, tissue-nonspecific isozyme (Homo sapiens), P05186; activation factor at 20 µM; purified TNAP, CDP-star luminescence, 1 M DEA, 30 min; stronger effect = higher value; 0 = EDTA background, 1 = DMSO-only activity;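 active means activation factor at least 2 at 20 µM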
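Test system – human TNAP · Doses – 20 µM single point · Incubation – 30 min, room temperature · Signal – luminescent substrate turnover signal · Read-out basis – activation factor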
TNAP inh noacc = human TNAP enzyme inhibitors, primary screen, biochemical, luminescent, no phosphate acceptor, uHTS. purified TNAP, CDP-star luminescence, 30 min. inhibition, % at 20 µM. hit rate 0.26% among 200,000. AID 1012, 2008;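 active means tissue-nonspecific alkaline phosphatase inhibition above about 50% at 20 µM in the single-dose screen, limit read from the data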;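 further: 0% = DMSO negative control and 100% = EDTA positive control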
PPARg SRC-1 ag = PPARgamma agonists recruiting SRC-1 coactivator, primary screen, biochemical | Peroxisome proliferator-activated receptor gamma (Homo sapiens), P37231 | PPARgamma-SRC-1 coactivator recruitment biochemical assay | activation, % at 8 µM | hit rate 0.41% among 200,000 | AID 631, 2007; in the data active means activation above about 19%;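 further: 0% = DMSO and 100% = reference agonist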
Starred values were filed as active, the others as inactive.

For CC1SCC(=O)N(CC(=O)NCc2ccccc2)C1=O (stereo not given) the results were PPARg SRC-3 ag -2, SRC2 TRFRET art 1512, bIAP activator 1.1, TNAP inh hiacc 1, bIAP inhibitor -6, PPARg SRC-2 ag 3, HMGR II inh -8, TNAP act hi DEA 1, TNAP inh noacc -1 and PPARg SRC-1 ag 4.
O=C(NCc1ccccc1)[C@H]1C[C@@H]1[C@H](NP(=O)(c1ccccc1)c1ccccc1)c1ccccc1 was read as PPARg SRC-3 ag 0, SRC2 TRFRET art 1392, bIAP activator 1, TNAP inh hiacc -6, bIAP inhibitor -2, PPARg SRC-2 ag 7, HMGR II inh -4, TNAP act hi DEA 1.1, TNAP inh noacc -44 and PPARg SRC-1 ag 0.
Screening CN(C)c1ccc(/C=c2/sc3n(c2=O)NC2(c4ccccc4)N(C)C(=O)N(C)C2(c2ccccc2)N=3)cc1 (stereo not given) returned PPARg SRC-3 ag 0, SRC2 TRFRET art 1429, bIAP activator 0.7, TNAP inh hiacc 5, bIAP inhibitor 25, PPARg SRC-2 ag -12, HMGR II inh -3, TNAP act hi DEA 0.9, TNAP inh noacc -3 and PPARg SRC-1 ag -1.
O=C(NNC(=O)C1CC1c1ccccc1)c1cccc([N+](=O)[O-])c1 (stereo not given) was read as PPARg SRC-3 ag 1, SRC2 TRFRET art 1604, bIAP activator 1, TNAP inh hiacc 5, bIAP inhibitor 2, PPARg SRC-2 ag -1, HMGR II inh -5, TNAP act hi DEA 0.9, TNAP inh noacc -16 and PPARg SRC-1 ag 2.
For O=C(NC1CCS(=O)(=O)C1)C1C2CC3CC(C2)CC1C3 (stereo not given) the results were PPARg SRC-3 ag -3, SRC2 TRFRET art 1387, bIAP activator 1, TNAP inh hiacc -2, bIAP inhibitor -5, PPARg SRC-2 ag -5, HMGR II inh -2, TNAP act hi DEA 1, TNAP inh noacc -4 and PPARg SRC-1 ag -5.
Screening COc1ccccc1C1/C(=C(/O)c2ccc(C)cc2)C(=O)C(=O)N1CC(C)O (stereo not given) returned PPARg SRC-3 ag 7, SRC2 TRFRET art 1474, bIAP activator 1.1, TNAP inh hiacc -2, bIAP inhibitor -8, PPARg SRC-2 ag -5, HMGR II inh -2, TNAP act hi DEA 1, TNAP inh noacc -10 and PPARg SRC-1 ag 4.
Screening Cc1ccccc1C(=O)NC(=S)NCC1CCCO1 (stereo not given) returned PPARg SRC-3 ag -2, SRC2 TRFRET art 1676, bIAP activator 0.9, TNAP inh hiacc 0, bIAP inhibitor 10, PPARg SRC-2 ag 7, HMGR II inh -4, TNAP act hi DEA 1, TNAP inh noacc -7 and PPARg SRC-1 ag -2.
For Cc1csc(SCCn2c(N3CCOCC3)nc3c2c(=O)[nH]c(=O)n3C)n1 the results were PPARg SRC-3 ag -4, SRC2 TRFRET art 1473, bIAP activator 1, TNAP inh hiacc 1, bIAP inhibitor 5, PPARg SRC-2 ag -10, HMGR II inh -5, TNAP act hi DEA 1, TNAP inh noacc -9 and PPARg SRC-1 ag 3.
For CCC(=O)Nc1ccc2c(c1)nc(CCN1CCN(C)CC1)n2C the results were PPARg SRC-3 ag -1, SRC2 TRFRET art 1720, bIAP activator 1, TNAP inh hiacc -2, bIAP inhibitor -4, PPARg SRC-2 ag 10, HMGR II inh 0, TNAP act hi DEA 1, TNAP inh noacc 1 and PPARg SRC-1 ag 7.
`NNC(=O)COc1ccc(-c2n[nH]c(C(F)(F)F)c2-c2ccc(Br)cc2)c(O)c1` gave PPARg SRC-3 ag -2, SRC2 TRFRET art 1475, bIAP activator 1.1, TNAP inh hiacc -2, bIAP inhibitor -6, PPARg SRC-2 ag -6, HMGR II inh -5, TNAP act hi DEA 1, TNAP inh noacc -92 and PPARg SRC-1 ag -5.
Screening CNc1ccccc1C(C)(C)c1cc(-c2ccc(F)cc2)no1 returned PPARg SRC-3 ag -2, SRC2 TRFRET art 1572, bIAP activator 0.9, TNAP inh hiacc -2, bIAP inhibitor 9, PPARg SRC-2 ag 14, HMGR II inh 0, TNAP act hi DEA 1, TNAP inh noacc -11 and PPARg SRC-1 ag 1.
CCOC(=O)c1[nH]ncc1CN1CCCC(C(=O)c2ccc(OC)c(OC)c2)C1 (stereo not given) was read as PPARg SRC-3 ag -6, SRC2 TRFRET art 1347, bIAP activator 1.1, TNAP inh hiacc -5, bIAP inhibitor -13, PPARg SRC-2 ag 1, HMGR II inh -3, TNAP act hi DEA 1.1, TNAP inh noacc -11 and PPARg SRC-1 ag 0.
For Cc1ccc[n+](CC(=O)/C=C2\N(C)c3ccccc3C2(C)C)c1 the results were PPARg SRC-3 ag -2, SRC2 TRFRET art 1588, bIAP activator 1, TNAP inh hiacc -5, bIAP inhibitor 4, PPARg SRC-2 ag 6, HMGR II inh -2, TNAP act hi DEA 1.1, TNAP inh noacc -7 and PPARg SRC-1 ag 0.
O=C(COC(=O)c1cccs1)Nc1cccc(S(=O)(=O)NC2=NCCCCC2)c1 was read as PPARg SRC-3 ag -1, SRC2 TRFRET art 1553, bIAP activator 1, TNAP inh hiacc 0, bIAP inhibitor 4, PPARg SRC-2 ag 7, HMGR II inh -1, TNAP act hi DEA 1, TNAP inh noacc -2 and PPARg SRC-1 ag 8.
O=[N+]([O-])c1cccc(/C=N/n2c(COc3ccccc3)n[nH]c2=S)c1 was read as PPARg SRC-3 ag 12, SRC2 TRFRET art 1724, bIAP activator 0.9, TNAP inh hiacc 3, bIAP inhibitor 10, PPARg SRC-2 ag 7, HMGR II inh 1, TNAP act hi DEA 1, TNAP inh noacc 30 and PPARg SRC-1 ag 3.

Part of the list above in order of count of non-hydrogen atoms, highest first.
O=C(NNC(=O)C1CC1c1ccccc1)c1cccc([N+](=O)[O-])c1 (stereo not given) was read as PPARg SRC-3 ag 1, SRC2 TRFRET art 1604, bIAP activator 1, TNAP inh hiacc 5, bIAP inhibitor 2, PPARg SRC-2 ag -1, HMGR II inh -5, TNAP act hi DEA 0.9, TNAP inh noacc -16 and PPARg SRC-1 ag 2.
Screening CNc1ccccc1C(C)(C)c1cc(-c2ccc(F)cc2)no1 returned PPARg SRC-3 ag -2, SRC2 TRFRET art 1572, bIAP activator 0.9, TNAP inh hiacc -2, bIAP inhibitor 9, PPARg SRC-2 ag 14, HMGR II inh 0, TNAP act hi DEA 1, TNAP inh noacc -11 and PPARg SRC-1 ag 1.
For O=C(NC1CCS(=O)(=O)C1)C1C2CC3CC(C2)CC1C3 (stereo not given) the results were PPARg SRC-3 ag -3, SRC2 TRFRET art 1387, bIAP activator 1, TNAP inh hiacc -2, bIAP inhibitor -5, PPARg SRC-2 ag -5, HMGR II inh -2, TNAP act hi DEA 1, TNAP inh noacc -4 and PPARg SRC-1 ag -5.

The results go on.
For Cc1ccccc1NC(=O)c1cc(S(=O)(=O)c2ccccc2)ccc1Cl the results were PPARg SRC-3 ag -4, SRC2 TRFRET art 1555, bIAP activator 1.2, TNAP inh hiacc 2, bIAP inhibitor -18, PPARg SRC-2 ag 6, HMGR II inh -6, TNAP act hi DEA 1, TNAP inh noacc -9 and PPARg SRC-1 ag -1.
Screening CCOc1ccc(C(=O)NCC(=O)OCC(=O)N2CCCC2)cc1 returned PPARg SRC-3 ag 8, SRC2 TRFRET art 1517, bIAP activator 1, TNAP inh hiacc -5, bIAP inhibitor 2, PPARg SRC-2 ag 2, HMGR II inh -3, TNAP act hi DEA 1, TNAP inh noacc -12 and PPARg SRC-1 ag 9.
For CCN1CCCC1CNC(=O)c1ccc(N2CCCC2=O)cc1 (stereo not given) the results were PPARg SRC-3 ag -5, SRC2 TRFRET art 1364, bIAP activator 1.1, TNAP inh hiacc -3, bIAP inhibitor -6, PPARg SRC-2 ag -2, HMGR II inh 1, TNAP act hi DEA 1, TNAP inh noacc -21 and PPARg SRC-1 ag -1.
Screening COc1ccc2cc3cc(C(=O)N4CCN(c5ccccc5)CC4)oc3nc2c1 returned PPARg SRC-3 ag 4, SRC2 TRFRET art 1453, bIAP activator 0.9, TNAP inh hiacc -5, bIAP inhibitor 11, PPARg SRC-2 ag 11, HMGR II inh -3, TNAP act hi DEA 1, TNAP inh noacc -8 and PPARg SRC-1 ag 4.
O=C(O)CNC(=O)c1ccc(S(=O)(=O)N2CCOCC2)cc1 was read as PPARg SRC-3 ag -2, SRC2 TRFRET art 1476, bIAP activator 0.9, TNAP inh hiacc -5, bIAP inhibitor 11, PPARg SRC-2 ag -9, HMGR II inh 1, TNAP act hi DEA 1, TNAP inh noacc -14 and PPARg SRC-1 ag -1.
Screening N#C/C(=C/c1ccc(N2CCOCC2)o1)c1nc2ccccc2[nH]1 returned PPARg SRC-3 ag 25, SRC2 TRFRET art 1758, bIAP activator 1, TNAP inh hiacc 26, bIAP inhibitor 1, PPARg SRC-2 ag 21, HMGR II inh -6, TNAP act hi DEA 0.7, TNAP inh noacc -107 and PPARg SRC-1 ag 14.
Screening O=C(CCC1CCCCC1)NCc1ccncc1 returned PPARg SRC-3 ag 2, SRC2 TRFRET art 1552, bIAP activator 0.9, TNAP inh hiacc -5, bIAP inhibitor 8, PPARg SRC-2 ag -10, HMGR II inh -1, TNAP act hi DEA 1, TNAP inh noacc -16 and PPARg SRC-1 ag -1.
`Cc1cccc(Nc2cnn(C34CC5CC(CC(CC(=O)O)(C5)C3)C4)c(=O)c2Cl)c1` gave PPARg SRC-3 ag 1, SRC2 TRFRET art 1553, bIAP activator 1.1, TNAP inh hiacc -4, bIAP inhibitor -10, PPARg SRC-2 ag 10, HMGR II inh -4, TNAP act hi DEA 1, TNAP inh noacc 5 and PPARg SRC-1 ag 7.
For O=C(CSc1nnc(COc2ccccc2)n1-c1ccccc1)c1ccccc1 the results were PPARg SRC-3 ag 9, SRC2 TRFRET art 1734, bIAP activator 1, TNAP inh hiacc -2, bIAP inhibitor 1, PPARg SRC-2 ag 2, HMGR II inh -1, TNAP act hi DEA 1, TNAP inh noacc -7 and PPARg SRC-1 ag -1.
Screening CCOC(=O)c1c(N)sc(C(=O)OC)c1C returned PPARg SRC-3 ag 2, SRC2 TRFRET art 1543, bIAP activator 1.1, TNAP inh hiacc -8, bIAP inhibitor -7, PPARg SRC-2 ag 2, HMGR II inh 2, TNAP act hi DEA 1.1, TNAP inh noacc -12 and PPARg SRC-1 ag -2.
O=C(c1ccco1)N1CCN(Cc2nc(-c3cccs3)no2)CC1 was read as PPARg SRC-3 ag 3, SRC2 TRFRET art 1580, bIAP activator 1.1, TNAP inh hiacc -3, bIAP inhibitor -9, PPARg SRC-2 ag 5, HMGR II inh -1, TNAP act hi DEA 1, TNAP inh noacc -5 and PPARg SRC-1 ag 7.
For COc1ccc2nc(N3CCCC3)c(C#N)cc2c1 the results were PPARg SRC-3 ag 0, SRC2 TRFRET art 1363, bIAP activator 1.5, TNAP inh hiacc -20, bIAP inhibitor -55, PPARg SRC-2 ag 2, HMGR II inh 3, TNAP act hi DEA 1.2, TNAP inh noacc -62 and PPARg SRC-1 ag 4.
